SIAH1 antagonists: Siah-1 peptide-binding antagonists, primary screen, biochemical, fluorescence polarization, rhodamine-plectin, uHTS (AID 1817) | E3 ubiquitin-protein ligase SIAH1 (Homo sapiens) | Siah-1 / rhodamine-plectin peptide fluorescence polarization; higher % means a stronger effect | displacement, % at 20 µM; hits with a dose series show IC50 in µM | actives 0.02% (n = 290,000);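 active = displacement of at least 50% at 20 µM, with a fluorescence ratio check between 0.3 and a set limit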;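 also: plate controls were Siah plus tracer with DMSO for no effect and tracer alone without Siah for full effect; strong numbers were not always called active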
Large T inhibition: SV40 large T antigen inhibitors, biochemical (AID 1903); SV40 large T antigen ATPase/helicase inhibition assay; higher % means a stronger effect; inhibition, % at 20 µM, or IC50 in µM where a hit was titrated; actives 0.39% (n = 310,000); in the data active = a potency from the dose series; inconclusive = inhibition mostly from about 32% at the one dose, without a potency; inactive = the rest, 99 in 100 with inhibition below about 32%; also: strong numbers were not always called active
K1F lysis inhibition: inhibition of K1F phage lysis, E. coli UTI89, bacterial capsule biogenesis inhibitors, alamar blue (AID 488966). actives 0.02% (n = 340,000). inhibition, % at 100 µM; hits with a dose series show IC50 in µM. E. coli UTI89 K1F phage lysis, alamar blue, 2 h; higher % means a stronger effect;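 active = phage lysis inhibition, versus mean bacterial control, above a set limit; inconclusive = no clear call, values can overlap the other calls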;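 also: capsule biogenesis inhibitors block K1F phage lysis so surviving cells raise fluorescence; higher fluorescence means more inhibition of phage lysis; actives were called in the ten point dose series up to 300 µM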
Dengue-2 NS5 capping: Dengue-2 NS5 methyltransferase inhibitors, primary screen, biochemical, confirmation dose response (AID 588689) | Genome polyprotein (Dengue virus type 2 (strain 16681-PDK53)) | Dengue-2 NS5 methyltransferase capping enzyme assay, biochemical; higher % means a stronger effect | actives 0.3% (n = 340,000) | inhibition, % at 25 µM; hits with a dose series show IC50 in µM; in the data active = a potency from the dose series; inconclusive = inhibition above about 29% without an active follow-up result
AID2073: inhibitors of Mint1-CaV2.2 protein interaction, biochemical, HTRF (AID 2073); Voltage-dependent N-type calcium channel subunit alpha-1B (Homo sapiens); HTRF protein-protein interaction, Mint1-CaV2.2; higher % means a stronger effect; inhibition, % at 20 µM, or IC50 in µM where a hit was titrated; actives 0.19% (n = 290,000); in the data active = inhibition mostly above about 51%, no sharp cut-off; inconclusive = no clear call, values can overlap the other calls; inactive = mostly below about 53%; also: some results filed as inactive read as strong as hits
NTR1 agonist: agonists of NTR1, primary screen, imaging, U2OS cells, beta-arrestin-GFP, high content (AID 493036) | Neurotensin receptor type 1 (Homo sapiens), P30989 | NTR1-U2OS beta-arrestin-GFP spot imaging, agonist mode | activation, % at 20 µM | actives 0.17% (n = 330,000);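 active = activation at or above 40% of the spot to cytoplasm intensity ratio, with at least 20 cells analyzed; inconclusive = wells under 20 cells, flagged as cytotoxic or low count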;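 also: 0% = DMSO without peptide and 100% = 100 nM NTR1 peptide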
Target sequence (P30989 whole entry, looked up): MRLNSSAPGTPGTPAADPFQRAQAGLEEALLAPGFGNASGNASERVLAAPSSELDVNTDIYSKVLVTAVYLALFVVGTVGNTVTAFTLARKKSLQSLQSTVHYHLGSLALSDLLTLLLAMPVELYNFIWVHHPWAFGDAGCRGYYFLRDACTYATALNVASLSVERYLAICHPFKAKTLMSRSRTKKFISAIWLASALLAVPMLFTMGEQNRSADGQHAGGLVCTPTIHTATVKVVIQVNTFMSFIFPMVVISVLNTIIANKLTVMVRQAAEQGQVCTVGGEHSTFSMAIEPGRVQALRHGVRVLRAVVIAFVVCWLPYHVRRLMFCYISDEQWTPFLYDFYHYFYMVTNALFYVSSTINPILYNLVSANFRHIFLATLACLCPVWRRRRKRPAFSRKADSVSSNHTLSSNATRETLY
Rac1 GTP hydrolysis: MgcRacGAP GTPase-activating activity inhibitors, confirmation, biochemical, ADP Hunter fluorescence. Rac GTPase-activating protein 1 (Homo sapiens). actives 0.6% (n = 340,000). AID 624330, 2012. MgcRacGAP-stimulated Rac1 GTP hydrolysis, ADP Hunter fluorescence; higher % means a stronger effect; GST-tagged Rac1 F28L mutant substrate. inhibition, % at 30 µM, or IC50 in µM where a hit was titrated;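 active = first-screen hits whose inhibition reached a set limit at any dose in the follow-up dose series; inconclusive = inhibition above the set first-screen limit but never retested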;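 also: fluorescence reports GDP produced by GAP-driven GTP hydrolysis; strong numbers were not always called active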
West Nile virus CPE: West Nile virus antiviral activity, cell-based, CPE readout (AID 1621); West Nile virus-infected cells, CPE inhibition; higher % means a stronger effect; CPE inhibition, % at 10 µM; hits with a dose series show IC50 in µM; actives 0.02% (n = 290,000); in the data active = a potency from the dose series; inconclusive = CPE inhibition mostly from about 3.7% at the one dose, without a potency; inactive = the rest, 99 in 100 with CPE inhibition below about 2.2%; also: strong numbers were not always called active
RSV CPE inhibition: RSV antiviral activity via CPE protection, HEp-2 cells, primary 10 µM value included (AID 2391); CPE inhibition, % at 10 µM, or IC50 in µM where a hit was titrated; HEp-2 cells, RSV-induced CPE inhibition; higher % means a stronger effect; actives 0.13% (n = 310,000); in the data active = a potency from the dose series; inconclusive = CPE inhibition mostly from about 23% at the one dose, without a potency; inactive = the rest, 99 in 100 with CPE inhibition below about 21%; also: strong numbers were not always called active
NTR1 agonist cell count 20 µM: further read-out of NTR1 agonist, marked with its call; cell count; measured here: cell count, cytotoxicity flag
The depositor's hits bear a star; ? = inconclusive; . = not tested or not shown; [ ] = another dose, or the depositor's remark.

The opening six entries, to show the layout:
SMILES | SIAH1 antagonists | Large T inhibition | K1F lysis inhibition | Dengue-2 NS5 capping | AID2073 | NTR1 agonist | NTR1 agonist cell count 20 µM | Rac1 GTP hydrolysis | West Nile virus CPE | RSV CPE inhibition
CN1CCN(C(=O)c2cnn3c(C(F)F)cc(C4CC4)nc23)CC1 | 8% | 15% | 0.3% | -8% | 8% | 1.9 | 62 | 1% | 0.3% | 0.8%
C=CCn1c(SCC(=O)NCc2ccccc2)nnc1C1CCCCC1 | 6% | 13% | 0.0% | 0% | 7% | -0.3 | 45 | -2% | -0.3% | -1.7%
Cc1ccc(C)c(OCCOCCN2CCOCC2)c1 | 1% | 0% | 0.3% | 4% | -9% | -1.0 | 58 | 21% | 0.1% | -0.2%
CC(C)CCN1CCC(Cc2ccccc2)(NC(=O)c2ccccc2)C1=O (stereo not drawn) | . | . | 12% | -2% | . | 0.2 | 65 | 5% | . | 0.5%
Cc1ccc2sc(-c3ccc(NC(=O)CCN4C(=O)c5ccccc5C4=O)cc3)nc2c1 | 9% | -1% | . | . | 19% | 0.3 | 42 | . | 0.0% | 2.0%
Cc1ccc(C2=NN(C)c3nc4ccccc4n3C2)cc1 | -4% | 8% | -0.1% | 9% | 19% | 0.4 | 41 | 3% | 0.1% | 3.4%

The whole of this part, repeating the preview:
SMILES | SIAH1 antagonists | Large T inhibition | K1F lysis inhibition | Dengue-2 NS5 capping | AID2073 | NTR1 agonist | NTR1 agonist cell count 20 µM | Rac1 GTP hydrolysis | West Nile virus CPE | RSV CPE inhibition
CN1CCN(C(=O)c2cnn3c(C(F)F)cc(C4CC4)nc23)CC1 | 8% | 15% | 0.3% | -8% | 8% | 1.9 | 62 | 1% | 0.3% | 0.8%
C=CCn1c(SCC(=O)NCc2ccccc2)nnc1C1CCCCC1 | 6% | 13% | 0.0% | 0% | 7% | -0.3 | 45 | -2% | -0.3% | -1.7%
Cc1ccc(C)c(OCCOCCN2CCOCC2)c1 | 1% | 0% | 0.3% | 4% | -9% | -1.0 | 58 | 21% | 0.1% | -0.2%
CC(C)CCN1CCC(Cc2ccccc2)(NC(=O)c2ccccc2)C1=O (stereo not drawn) | . | . | 12% | -2% | . | 0.2 | 65 | 5% | . | 0.5%
Cc1ccc2sc(-c3ccc(NC(=O)CCN4C(=O)c5ccccc5C4=O)cc3)nc2c1 | 9% | -1% | . | . | 19% | 0.3 | 42 | . | 0.0% | 2.0%
Cc1ccc(C2=NN(C)c3nc4ccccc4n3C2)cc1 | -4% | 8% | -0.1% | 9% | 19% | 0.4 | 41 | 3% | 0.1% | 3.4%
NC1=Nc2cccc3cccc1c23 | 110% | 13% | 1.0% | ? | 32% | -0.5 | 42 | 3% | -0.4% | 0.6%
CC1(C)c2ccccc2N(CC(N)=O)C12C=Cc1ccccc1O2 (stereo not drawn) | 16% | 9% | -0.7% | -6% | 2% | 9.8 | 34 | 2% | -0.3% | .
COc1ccc(C(=O)/C=C/Nc2cccc(C)n2)cc1OC | -6% | 18% | 1.2% | -2% | 16% | -0.9 | 41 | 11% | 0.0% | 1.4%
COc1ccc(CNC(=O)c2cnc3n(c2=O)CCS3)cc1 | 6% | 1% | -0.4% | 1% | 6% | 2.6 | 48 | -1% | 0.0% | 1.3%
N#Cc1ccc(/C=C2\CCn3c2nc2cc(C(=O)O)ccc2c3=O)cc1 | 2% | 9% | -0.1% | 4% | 26% | 2.6 | 35 | 10% | -0.5% | -0.8%
N#CCC(=O)N/N=C\c1ccc(OC/C=C/c2ccccc2)cc1 | 1% | 17% | 1.2%[50 µM] | -9% | 19% | 4.1 | 52 | 3% | -0.6% | 2.0%
Cc1ccc(C(=O)c2ccc(C(F)(F)F)cc2)cc1 | -3% | 15% | . | . | -1% | -1.0 | 57 | . | 0.4% | 0.8%
Cc1cc(NC(=O)/C=C/C(=O)N(CC(=O)NC2CCCC2)c2cccc3ccccc23)no1 | 3% | 10% | 0.8% | 2% | 13% | 6.9 | 74 | 3% | ? | 5.3%
CCOC(=O)CNC(=O)CCNS(=O)(=O)c1ccc2c(c1)c(=O)n(C)c(=O)n2C | 4% | 2% | 0.5% | -8% | -4% | 1.4 | 53 | -3% | -0.3% | 2.8%
CC(=O)c1cccc(NC(=O)N2CCc3ccccc3C2)c1 | 3% | 27% | 7.9% | -7% | 4% | -1.3 | 47 | -4% | 0.3% | 9.2%
Cc1ccc(CN(C(=O)N2CCN(C)CC2)S(=O)(=O)c2ccc(C)cc2)cc1 | . | 9% | 1.1%[50 µM] | 0% | . | 1.2 | 97 | 3% | . | -0.8%
O=S(=O)(c1ccc(Cl)cc1)N1CCN(C(=S)Nc2ccc(F)c(Cl)c2)CC1 | 0% | 12% | 5.4% | -7% | -32% | 6.7 | 51 | 5% | 0.7% | 7.4%
CC(=O)Nc1ccccc1O | 1% | 6.2µM* | 0.9% | 4% | 2% | 2.0 | 56 | ? | 0.3% | -0.2%
O=S(=O)(c1ccc(Cl)s1)N1CCCCC1 | -1% | 6% | -0.3% | . | 14% | 0.0 | 30 | 5% | 0.5% | -1.1%
COc1ccc(CC(NC(C)=O)C(=O)NC2CCN(C(=O)Nc3ccc(C#N)cc3)CC2)cc1OC (stereo not drawn) | 0% | -4% | 2.8% | -6% | 2% | -1.3 | 60 | 0% | 0.1% | 0.1%
O=C(/C=C/c1ccco1)Nc1ccccc1C(=O)Nc1cccc(C(=O)O)c1 | 5% | 38% | 0.2% | -9% | 8% | 1.1 | 53 | 8% | -0.2% | -0.1%
O=C(Nc1cccc(-c2csc(Nc3ccc(Cl)cc3)n2)c1)c1cc([N+](=O)[O-])cc(C(F)(F)F)c1 | 2% | 8% | 0.3% | -8% | 0% | 7.9 | 89 | 3% | 0.9% | 11%
C=C(C)COc1ccc(-c2ncncc2-c2ccc(Br)cc2)c(O)c1 | -4% | 1% | 0.3% | -3% | 8% | 11 | 94 | 5% | -1.1% | 11%
CCCC(=O)C1=C(O)C(C(=O)OC)C(C)(C)CC1=NC(C)(C)C (stereo not drawn) | -3% | -3% | -0.5% | -10% | -5% | 0.2 | 36 | 2% | -0.2% | 0.8%
CN=C(Nc1ccc(C(=O)OC)s1)c1ccc(Cl)cc1 | -2% | 18% | -0.1% | -6% | 12% | -0.8 | 30 | 5% | 0.4% | 1.7%
O=C(OCC(=O)N1CCCC1)c1cc(Cl)ccc1[N+](=O)[O-] | -2% | 8% | 0.1% | 5% | 4% | 0.7 | 61 | -3% | -0.8% | 0.5%
Cc1ccc(C(c2nnnn2CC2CCCO2)N2CCN(Cc3ccccc3)CC2)cc1 (stereo not drawn) | 5% | -8% | 1.2% | -7% | -2% | 1.0 | 92 | 8% | -0.8% | -0.8%
COc1ccc(C(C(=O)NC2CCCC2)N(CCN2CCOCC2)C(=O)c2ccc(OC)c(OC)c2)cc1 (stereo not drawn) | 0% | -5% | 1.3% | -3% | -1% | -1.1 | 49 | 2% | 0.0% | -1.1%
CN1CCN(CC(=O)Nc2cc(S(=O)(=O)N3CCOCC3)ccc2Cl)CC1 | . | 9% | 1.2%[50 µM] | -4% | . | -0.1 | 61 | 5% | . | 1.7%
CC1CN(c2nc3ccccn3c(=O)c2/C=C(\C#N)S(=O)(=O)c2ccccc2)CC(C)O1 (stereo not drawn) | -1% | 7% | 2.4% | -6% | 10% | 5.0 | 68 | 9% | 0.2% | 1.0%
CCN(CC)S(=O)(=O)c1cc(C(=O)OCC(=O)Nc2cccc(C)c2C)ccc1F | 4% | 11% | -3.9% | -5% | -3% | 2.1 | 37 | -6% | -0.2% | 0.3%
COc1ccc(/C=N/N2CCN(C)CC2)cc1OC | 2% | -2% | -0.3%[50 µM] | -3% | 1% | -1.2 | 61 | 4% | -0.1% | 0.9%
Cc1ccc(O)c(NC(=O)c2cc(-c3cccs3)on2)c1 | -2% | 6% | -0.2% | -7% | 24% | 0.5 | 49 | 5% | -1.0% | 0.5%
COc1ccc(N2CCN(C(=O)c3ccc(S(=O)(=O)N4CCCC4)cc3)CC2)cc1 | 2% | 21% | 0.3% | 7% | 26% | -0.6 | 54 | 8% | -0.1% | 0.2%
CC(C)(C)c1ccccc1NC(=O)c1ccc(-n2cncn2)c([N+](=O)[O-])c1 | . | -1% | 1.0%[50 µM] | -1% | . | 1.4 | 69 | 1% | . | 0.4%
CC(C)N(C(=S)NCc1ccccc1)C(C)C | 5% | 4% | 0.2% | 2% | 0% | 3.3 | 90 | 9% | 0.2% | 0.6%
O=C(CNc1cccc(S(=O)(=O)N2CCCC2)c1)Nc1cccc(Br)c1 | . | 26% | 0.1%[50 µM] | 1% | . | 6.1 | 51 | 8% | . | 7.2%
O=C(Nc1ccc(Cl)cc1)Nc1ccc(N2CCCC2)c(S(=O)(=O)Nc2ccccc2Cl)c1 | -6% | 6% | 4.3% | -14% | 2% | 22 | 35 | 8% | ? | 5.1%
Cc1ccc2cc(C)c3nnc(SCC(=O)Nc4nc5c(s4)CCCC5)n3c2c1C | 0% | 10% | 0.3% | 0% | 39% | 1.5 | 91 | 9% | -0.2% | 10%
NC(=O)C1CCN(C(=O)c2ccccc2SCC(=O)NCC2CCCCC2)CC1 | -4% | 9% | 0.2% | -2% | -6% | -0.6 | 57 | 8% | 1.1% | 3.2%
Cc1cc(=O)[nH]c2ccccc12 | -1% | 16% | 1.2% | -1% | 1% | -2.2 | 82 | 3% | 0.1% | 8.3%
NC(=O)c1cccc(CS(=O)(=O)c2ccc(Cl)cc2)c1 | -3% | 19% | 0.3% | -1% | 12% | -1.1 | 82 | 4% | 0.0% | 0.2%
Cc1cc(OCC(=O)Nc2cnn(CCCC(=O)O)c2)ccc1Cl | -5% | 6% | 0.9% | -2% | -5% | 0.6 | 63 | 6% | -0.4% | 0.5%
Clc1ccccc1/C=N/N1CCN(Cc2ccccc2)CC1 | 1% | 8% | 0.2% | -6% | 2% | 0.0 | 69 | 9% | -0.4% | 2.4%
COCC(=O)N(CCc1ccccc1)Cc1cc2cc(C)ccc2nc1Cl | 1% | 9% | 0.1% | 0% | -3% | 1.3 | 65 | 8% | -1.2% | 4.8%
CCOC(=O)c1cncc(O)c1 | 0% | 6% | -0.4%[50 µM] | 2% | 2% | 0.2 | 72 | 9% | 0.3% | 2.4%
